Screening results (PubChem BioAssay)
QS inhibitor = S. aureus quorum sensing inhibitors, primary screen, RNAIII-GFP reporter, flow cytometry; inhibition, % at 2 µM; S. aureus RN6390 RNAIII-GFP reporter, AIP-induced, flow cytometry 3 h; hit rate 0.3% among 24,000; AID 527, 2006;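 active = share of bacteria positive for the green fluorescent reporter and its mean brightness both inhibited by 50% or more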;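 note: 0% = AIP-stimulated control and 100% = unstimulated bacteria without AIP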
QS inhibitor GFP MFI % = further read-out of QS inhibitor, marked with its call; inhibition, %; measured here: inhibition of GFP MFI
* = called active by the depositor. Only part of the results is shown. The share of hits here may be higher or lower than overall.

QS inhibitor | QS inhibitor GFP MFI % | smiles
-1.5 | 5.5 | O=C1C(O)CC2c3ccccc3CC3(CCCC3)N12 (stereo unspecified)
-0.9 | -6.0 | Cc1ccc(N2C(=O)c3ccccc3C2Nc2ccccc2F)nc1 (stereo unspecified)
7.4 | 24.3 | CN(CCNC(=O)CN1CCN(Cc2ccccc2Cl)C1=O)Cc1ccccc1
-1.1 | 0.0 | O=C(O)c1ccccc1C(=O)Nc1n[nH]c(=S)s1
-1.1 | -2.3 | CCC(C)(C(=O)NC1CCCC1)N(CC1CCCO1)C(=O)CNC(=O)c1ccccc1 (stereo unspecified)
-0.3 | 17.4 | Clc1ccc(Cn2cccc2C2=NCCO2)cc1
-2.1 | -18.3 | CCOC(=O)C1CCCN(C(=O)CNC(=O)Cn2ccc3ccccc3c2=O)C1 (stereo unspecified)
-3.5 | -12.0 | Cc1ccccc1-c1nc(CS(=O)(=O)CC(=O)NCc2ccccc2)c(C)o1
-1.8 | -6.2 | COC(=O)C1=C(C)NC(=O)C1(NC(=O)CN1CCCC1=O)C(F)(F)F (stereo unspecified)
0.0 | -0.6 | CCOC(=O)c1cccc(NC(=O)CN(c2ccc(OC)cc2)S(=O)(=O)c2c(C)noc2C)c1
-3.0 | 5.1 | COc1ccccc1OCc1nc(C#N)c(N2CC(C)CC(C)C2)o1 (stereo unspecified)
-3.9 | -18.1 | COc1ccc(CCNC(=O)c2[nH]c(C)c(C(C)=O)c2C)cc1OC
-2.2 | -4.8 | CCC(C)NC(=O)CSC1=Nc2ccccc2C2=NC(CC(=O)NCc3ccc(F)cc3)C(=O)N12 (stereo unspecified)
-2.1 | -2.9 | CC(=O)N1CN(C2CCCC2)Cc2c1sc1c2CCCC1
-3.6 | -8.7 | CC1CCN(c2nc3ccc(C(=O)O)cc3s2)CC1
-0.2 | 2.9 | O=C(Nc1c2c(nn1-c1ccc(F)cc1)CSC2)c1ccc(S(=O)(=O)N2CCOCC2)cc1
0.0 | -2.7 | Cc1nn(C)c(C)c1S(=O)(=O)N(CC(=O)Nc1ccccn1)c1ccc(C(C)C)cc1
3.8 | 9.8 | O=C(NCc1cccnc1)c1cnn2ccccc12
-0.2 | 7.9 | COc1ccc(C2CC(c3ccc(Cl)cc3)Nc3nc(NC(=O)c4ccco4)nn32)cc1 (stereo unspecified)
-9.5 | -8.9 | O=C(O)CCCn1c(=O)[nH]c2ccccc2c1=O
-1.6 | -8.1 | Cc1ccc(-n2ncc3c(=O)n(CC(=O)NCc4ccco4)cnc32)cc1
-6.8 | -54.6 | CCOC(=O)c1sc(=NC(=O)c2cccc(OC)c2)n(C)c1C
0.6 | 8.3 | COc1ccc(CCNC(=O)c2cc3sc(Cl)cc3n2C)cc1OC
4.9 | 16.4 | CCOC(=O)N1CCC(NC(=O)c2cccc3c2C(=O)N(c2ccc(OC)cc2)C3)CC1
1.9 | 16.5 | CCC(=O)N1CCc2cc(S(=O)(=O)CCC(=O)Nc3cccc(F)c3)ccc21
-7.1 | -10.4 | O=C(Cn1ncn2c(cc3ccccc32)c1=O)NCCC1=CCCCC1
-0.5 | -6.7 | Cc1cc(NC(=O)CSc2nnc(Cc3cccn3C)n2CCc2ccccc2)no1
2.0 | 4.1 | COC(=O)Nc1nc2ccc(Sc3ccccc3)cc2[nH]1
-1.2 | 0.3 | O=C(c1ccc(Cl)cc1)N1CCCOC1
-1.6 | -13.0 | COc1ccccc1CNS(=O)(=O)c1ccc(NC(C)=O)cc1
-1.1 | -53.8 | COC(=O)c1nnn(CC(=O)Nc2cc(Cl)ccc2C)c1C(=O)OC
-2.5 | -12.8 | O=C(c1ccco1)N1CCN(S(=O)(=O)c2ccc3c(c2)CCN3C(=O)C2CCC2)CC1
-0.3 | -25.5 | COCCN1C(=O)c2ccccc2C(C(=O)NCCCN2CCCC2)C1c1c[nH]c2ccccc12 (stereo unspecified)
1.9 | 0.2 | CC(C)(C)C1=C[C@@H](CO)C[C@@H](CO)C1
2.0 | 7.1 | CN1CCN(c2nc3c(c(=O)n(C)c(=O)n3C)n2Cc2cccc3ccccc23)CC1
-1.3 | -4.9 | Cn1c(C(=O)OCC(=O)NCC2CCCO2)cc2sccc21 (stereo unspecified)
0.2 | -2.0 | c1ccc(-c2noc(CSc3nc4ccccc4o3)n2)cc1
-6.4 | -13.5 | CC1CC(C)CN(CCCNC(=O)C2CCCN(c3nnc(N4CCCC4=O)s3)C2)C1 (stereo unspecified)
-5.3 | -10.5 | Cc1noc(/C=C/N(C)C)c1S(=O)(=O)N1CCCC(C(=O)Nc2ccc3c(c2)OCO3)C1 (stereo unspecified)
9.0 | 15.8 | O=C(O)C1CC1c1ccc(Br)cc1 (stereo unspecified)

Ordered by value in QS inhibitor GFP MFI % (falling): some entries from above
Structure | QS inhibitor | QS inhibitor GFP MFI %
COc1ccc(CCNC(=O)c2cc3sc(Cl)cc3n2C)cc1OC | 0.6 | 8.3
O=C(c1ccc(Cl)cc1)N1CCCOC1 | -1.2 | 0.3
Cn1c(C(=O)OCC(=O)NCC2CCCO2)cc2sccc21 (stereo unspecified) | -1.3 | -4.9
COc1ccc(CCNC(=O)c2[nH]c(C)c(C(C)=O)c2C)cc1OC | -3.9 | -18.1
COC(=O)c1nnn(CC(=O)Nc2cc(Cl)ccc2C)c1C(=O)OC | -1.1 | -53.8

Next section.
QS inhibitor | QS inhibitor GFP MFI % | smiles
10.2 | 8.0 | CCc1ccccc1NS(=O)(=O)c1ccc2[nH]cc(C(=O)NCc3ccco3)c(=O)c2c1
3.4 | 9.4 | O=C(CN1CCN(S(=O)(=O)c2ccc(Br)cc2)CC1)Nc1ccc2c(c1)OCO2
-0.3 | 13.5 | CC(C)(C)SCCNC(=O)COc1ccc(Cl)cc1
0.2 | 20.3 | CCOC(=O)c1sc(C(=O)OCC)c(OCCO)c1OCCO
1.2 | 11.5 | CC1(C)CC(=O)C2=C(C1)NC(=O)CC2c1ccccc1F (stereo unspecified)
0.0 | -7.5 | Cc1ccc(CCN2CC(C(=O)NCCCN(C)Cc3ccccc3)CC2=O)cc1 (stereo unspecified)
9.3 | 31.0 | Cc1cccc(-c2nc(CN3CCCC(C(=O)NC4CCCCCC4)C3)c(C)o2)c1 (stereo unspecified)
-0.5 | -6.5 | Cc1oc(-c2ccccc2F)nc1CN1CCC(C(=O)NC2CC2)CC1
-0.1 | 1.3 | Cn1c(SCc2c(F)cccc2Cl)nnc1-c1cccs1
-0.8 | -59.5 | CN(CCNC(=O)c1cccc(N2CCCC2=O)c1)Cc1ccccc1
-4.5 | -14.2 | C=CCn1c(N)nc2ccccc21
0.0 | 2.7 | COc1ccccc1C(=O)Nc1ccc(S(=O)(=O)N2CCOCC2)cc1
-0.7 | -9.9 | COc1ccc(CNC(=O)C(NS(=O)(=O)c2ccc3c(c2)CCCN3C(C)=O)C(C)C)cc1 (stereo unspecified)
1.4 | 38.6 | Cc1noc(/C=C/N(C)C)c1S(=O)(=O)N1CCCC(C(=O)NCc2ccc(Cl)cc2)C1 (stereo unspecified)
-1.5 | -4.3 | O=C(O)c1ccc2c(c1)N(Cc1ccccc1)C(=O)c1ccccc1S2=O (stereo unspecified)
0.2 | 7.5 | O=C(CCC1CCCCC1)Nc1c2c(nn1-c1ccc(F)cc1)CS(=O)C2 (stereo unspecified)
13.6 | 33.5 | CCOC(=O)C1CCN(C(=O)COc2ccc(Cl)cc2Cl)CC1
-0.4 | 2.1 | O=C(Cn1ncc2c(=O)oc3ccccc3c21)NCC1CCCO1 (stereo unspecified)
-2.8 | -16.1 | CC(=O)c1cc(-c2ccccc2)n(CCC(=O)NCc2cccs2)c1C
-4.6 | -19.2 | O=C(NCCN1CCOCC1)c1cc(-c2ccco2)on1
1.0 | 8.3 | c1ccc(-c2ccccc2OCCn2cncn2)cc1
-0.9 | 0.7 | COc1cccc(OCC(O)CN(CCO)Cc2ccccc2)c1 (stereo unspecified)
-0.3 | -0.2 | COCn1c(COc2ccccc2)nc2ccccc21
-0.2 | -13.4 | COc1ccc(-c2nc(CS(=O)CC(=O)NCc3ccc(Cl)cc3)c(C)o2)cc1 (stereo unspecified)
-5.3 | -4.3 | CCOC(=O)N1CCN(C(=O)c2cccc(NC3=NC4CS(=O)(=O)CC4S3)c2)CC1 (stereo unspecified)
-1.8 | 22.9 | CCCOc1ccccc1C1CC(=O)Nc2cc3c(cc21)OCO3 (stereo unspecified)
11.7 | 21.5 | O=C(NCc1ccccc1)N1CCN(c2ccc(Cl)c(Cl)c2)CC1
-5.3 | -17.2 | Cn1cccc1Cc1nnc(SCC(=O)Nc2ccccc2F)n1-c1ccc(F)cc1
-1.2 | 8.8 | CC1CCCCN1CCNC(=O)c1cc2c(=O)n(C)c3ccccc3c2n1C (stereo unspecified)
-0.3 | 2.4 | Cc1ccc2c(c1)NC(=O)C(CC(=O)NCCCN1CCN(C3CCCCC3)CC1)O2 (stereo unspecified)
26.0 | 46.2 | CCOc1ccc(-c2cc(CCCC(=O)Nc3cccc(OC)c3)no2)cc1
4.4 | 15.1 | COc1ccc(CCNC(=O)Cn2c(-c3nonc3N)nc3ccccc32)cc1OC
-2.0 | -7.8 | COc1cc(C2=NOC(C(=O)N3CCOCC3)C2)cc(OC)c1OC (stereo unspecified)
-3.1 | -2.4 | Nc1c(C(=O)NCc2ccccc2)nnn1Cc1ccc(F)cc1
2.6 | 9.4 | O=C(Nc1ccccn1)C1CCN(S(=O)(=O)c2cccc3nonc23)CC1
0.8 | 3.6 | O=C(NCCN1C(=O)C2C3C=CC(C3)C2C1=O)N1CCCCC1 (stereo unspecified)
-0.5 | 15.2 | O=C(Nc1ccc2snnc2c1)N1CCN(c2ccccc2)CC1
-1.1 | -2.8 | CCC(Oc1ccccc1)C(=O)Nc1ccccc1OC (stereo unspecified)
-2.8 | -7.4 | N#CC1=C(N)Oc2nc(-c3ccccc3)[nH]c2C1c1cccnc1 (stereo unspecified)
-0.8 | -4.1 | O=C(NC1CC1)c1ccc(COc2ccc(F)cc2)o1
-2.5 | 3.0 | O=C(NCCCN1CCCC1=O)c1ccc(CNS(=O)(=O)c2ccc(F)cc2)cc1
-4.3 | -11.1 | Cn1c2ccccc2c2cnn(CC(=O)N3CCN(c4ncccn4)CC3)c(=O)c21
7.0 | -6.9 | Cc1cc(NC(=O)CSc2nc(CCC3CCCC3)nc3ccccc23)no1
-3.7 | -1.7 | CCc1ccc2c(c1)C(NC(C)=O)C(=O)N2CC (stereo unspecified)
4.7 | 20.9 | O=C(NCC1CCCO1)C1c2ccccc2C(=O)N1C1CCCCCCC1 (stereo unspecified)
1.7 | 4.1 | O=C1OC(c2ccccc2)=C/C1=C\N1CCOCC1
-0.2 | -2.3 | CC(C)(C)C(=O)CNS(=O)(=O)c1ccc(S(=O)(=O)NC2CCCC2)cc1
0.7 | 1.5 | O=C1CC(N2CCN(c3ccccc3)CC2)C(=O)N1CCc1ccccc1 (stereo unspecified)
4.2 | -15.4 | CC1CC(=O)Nc2ccccc2S1(=O)=O (stereo unspecified)
-4.1 | -16.1 | O=C(Nc1cc(C(F)(F)F)ccc1Cl)C1CCN(c2nnc(-n3cccc3)s2)CC1
2.7 | 17.6 | CCOc1ccccc1C1C(C(=O)Nc2ccc(OC)cc2)=C(C)Nc2nc(CCCO)nn21 (stereo unspecified)
-2.5 | -21.2 | COc1ccc(Cl)cc1C(=O)N(Cc1nc(-c2cccc(C)c2)no1)C(C)C
-0.6 | 6.2 | COc1ccccc1NC(=O)C1=C(C)Nc2nnnn2C1c1ccccc1OC (stereo unspecified)
0.3 | 21.2 | CCOc1ccc(OCC)c(NC(=O)C2CCN(S(=O)(=O)c3cccc4nonc34)CC2)c1
0.6 | 6.7 | CC1=C(C(=O)OC2CCCCC2)C(c2cccnc2)n2nnnc2N1 (stereo unspecified)
1.0 | 3.4 | COc1ccc(CN(C(=O)CNC(=O)c2ccco2)C(C(=O)NC2CCCC2)c2ccco2)cc1 (stereo unspecified)
-1.1 | 3.9 | O=C(Nc1cccnc1)c1cc2c(ccc3ccccc32)o1
5.3 | 11.0 | Cc1cc(=O)oc2cc(OCC(=O)OCC(=O)N3CCc4ccccc43)ccc12
0.4 | 8.3 | CC1CCCCC1NC(=O)CCCc1nc2ccccc2c(=O)[nH]1 (stereo unspecified)
-2.4 | -26.7 | CCOC(=O)N1CCC(N(C(=O)Nc2ccc(CC)cc2)C(C)CC)CC1 (stereo unspecified)

Complete entries as entered above. Order of values: QS inhibitor | QS inhibitor GFP MFI %
`CC(C)(C)C(=O)CNS(=O)(=O)c1ccc(S(=O)(=O)NC2CCCC2)cc1` as listed: -0.2 | -2.3
`CC1=C(C(=O)OC2CCCCC2)C(c2cccnc2)n2nnnc2N1` (stereo unspecified) as listed: 0.6 | 6.7
`COc1ccc(CN(C(=O)CNC(=O)c2ccco2)C(C(=O)NC2CCCC2)c2ccco2)cc1` (stereo unspecified) as listed: 1.0 | 3.4
`Cn1c2ccccc2c2cnn(CC(=O)N3CCN(c4ncccn4)CC3)c(=O)c21` as listed: -4.3 | -11.1

The list goes on.
QS inhibitor | QS inhibitor GFP MFI % | smiles
-0.1 | 7.8 | CCC1CCCCN1CCCNC(=O)CNC(=O)Cn1ccc2ccccc2c1=O (stereo unspecified)
-0.4 | 9.5 | COC(F)(C(=O)Nc1ccc2c(c1)C(=O)NC2=O)C(F)(F)F (stereo unspecified)
5.7 | 24.9 | CCC(C)NC(=O)CCS(=O)(=O)c1ccc2c(c1)n(C)c(=O)c(=O)n2C (stereo unspecified)
4.7 | 20.7 | CC(=O)N1CCCc2cc(S(=O)(=O)N3CCN(c4ccccn4)CC3)ccc21
-2.5 | -5.4 | Cc1sc(CO)c(Sc2ccccc2)c1C(=O)O
0.0 | 8.6 | CCCNC(=O)Cc1ncn[nH]1
2.9 | 15.1 | COc1ccccc1CNC(=O)CCN1C(=O)COc2ccc(C)cc21
3.1 | 17.8 | Cc1ccc(-c2noc(CCC(=O)NC3CCCc4ccccc43)n2)cc1 (stereo unspecified)
5.6 | 36.5 | Cc1cc(C)cc(Nc2ccc(C(=O)O)cc2N)c1
-0.1 | 3.0 | O=C(Nc1nc2ccccc2s1)C1=NN(c2ccccc2)C(=O)CC1
